ATG4B inhibitor: ATG4B protease inhibitors, primary screen, biochemical, fluorescence, uHTS. hit rate 0.51% among 340,000. Cysteine protease ATG4B (Homo sapiens), Q9Y4P1. inhibition, % at 8.33 µM. AID 504462, 2011. ATG4B cleavage of LC3-PLA2, NBD-HPC fluorescence, 1 h; in the data active = inhibition above about 40%
Target sequence (Q9Y4P1 whole entry, looked up): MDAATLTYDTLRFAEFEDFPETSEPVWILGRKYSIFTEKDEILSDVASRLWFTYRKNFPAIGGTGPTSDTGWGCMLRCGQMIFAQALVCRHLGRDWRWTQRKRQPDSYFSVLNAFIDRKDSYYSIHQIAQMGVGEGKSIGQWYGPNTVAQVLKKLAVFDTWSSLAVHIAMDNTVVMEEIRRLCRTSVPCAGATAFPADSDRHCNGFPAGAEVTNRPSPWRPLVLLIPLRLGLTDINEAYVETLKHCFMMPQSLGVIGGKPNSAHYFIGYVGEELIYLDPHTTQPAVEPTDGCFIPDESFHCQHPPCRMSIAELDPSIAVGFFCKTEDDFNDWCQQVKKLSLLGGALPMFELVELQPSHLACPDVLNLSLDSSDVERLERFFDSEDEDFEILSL
GRIN3A LBD mod: binders of NR3A ligand-binding domain, primary screen, biophysical, differential scanning fluorimetry, uHTS; Glutamate receptor ionotropic, NMDA 3A (GRIN3A) ligand-binding domain; NR3A LBD differential scanning fluorimetry, Tm shift; 0% = protein alone, 100% = glycine-bound protein; Tm shift relative to glycine control, % at 25 µM; hit rate 2.5% among 340,000;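 active = melting temperature shift of at least 10% of the positive control shift, at one fixed dose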
SENP7 inh: SENP7 protease inhibitors, primary screen, biochemical, luminescence, uHTS; Sentrin-specific protease 7 (Homo sapiens), Q9BQF6; recombinant SENP7, Z-RLRGG-aminoluciferin luminescence, 40 min; inhibition, % at 5 µM; hit rate 1.5% among 330,000;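 active = inhibition above about 50% at the single test dose, limit read from the data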;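 note: plate controls were DMSO with enzyme for no effect and no enzyme buffer wells for full effect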
MPTP block: mitochondrial permeability transition pore inhibitors, primary screen, biochemical, isolated mouse mitochondria, absorbance; inhibition, % at 10 µM; Ca2+ swelling absorbance, 30 min; hit rate 1.4% among 360,000;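 active = inhibition of 50% or more, scaled per plate between neutral and stimulator controls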;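 note: 0% = DMSO wells given calcium and 100% = 1 mM EGTA wells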
SENP8 block: human SENP8 protease inhibitors, primary screen, biochemical, fluorescence, Nedd8 protein substrate, uHTS; recombinant SENP8; inhibition, % at 20 µM; hit rate 0.64% among 360,000; AID 602440, 2012; in the data active = inhibition mostly above about 40%, no sharp cut-off; inactive = mostly below about 27%
Target sequence (Q96LD8 whole entry, looked up): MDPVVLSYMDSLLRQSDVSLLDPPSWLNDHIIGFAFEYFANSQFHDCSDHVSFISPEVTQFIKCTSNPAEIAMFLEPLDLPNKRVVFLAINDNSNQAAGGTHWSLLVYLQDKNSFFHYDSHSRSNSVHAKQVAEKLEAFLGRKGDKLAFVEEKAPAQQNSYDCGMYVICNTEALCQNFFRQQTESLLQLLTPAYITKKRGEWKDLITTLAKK
HKDC1 inh: HKDC1 hexokinase inhibitors, primary screen, biochemical, fluorescence, uHTS; recombinant HKDC1, G6PDH/diaphorase resazurin coupled fluorescence; Q2TB90; AID 493160, 2011; inhibition, % at 20 µM; hit rate 0.16% among 340,000;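 active = inhibition above about 35% when tested at 20 µM, limit read from the data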;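 note: plate controls were DMSO wells with enzyme for no effect and DMSO wells lacking enzyme for full effect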
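Material – in-house recombinant HK5 (HKDC1) enzyme · Quantity – HKDC1 at 5 µg/mL · Buffer or medium – pH 8.0 Tris buffer with 10 mM MgCl2 · Reagent – glucose with 1 mM ATP · Dosing – single 20 µM dose · Times – reaction time 90 min, room temperature, protected from light · Technique – resorufin fluorescence at 613 nm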
PfGluPho inh: PfG6PD enzyme inhibitors, primary screen, biochemical, fluorescence intensity, uHTS; glucose-6-phosphate dehydrogenase-6-phosphogluconolactonase (Plasmodium falciparum 3D7); PfGluPho enzyme, NADPH resazurin-diaphorase fluorescence; inhibition, % at 20 µM; hit rate 0.78% among 350,000; AID 504690, 2011;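 active = inhibition reaching at least a set limit at 20 µM in the primary screen, cut at about 59% in these data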;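 note: 0% = DMSO wells with substrate and 100% = DMSO wells lacking glucose-6-phosphate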
SENP6 inh: SENP6 protease inhibitors, primary screen, biochemical, luminescence, uHTS | Recombinant SENP6 catalytic domain, aminoluciferin luminescence | inhibition, % at 10 µM | hit rate 1.8% among 330,000 | AID 2599, 2010;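 active = inhibition above about 50% at the single tested dose, limit read from the data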;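 note: plate controls were DMSO wells with enzyme for no effect and DMSO wells lacking enzyme for full effect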
Target sequence (Q9GZR1 628-1112 limits assumed): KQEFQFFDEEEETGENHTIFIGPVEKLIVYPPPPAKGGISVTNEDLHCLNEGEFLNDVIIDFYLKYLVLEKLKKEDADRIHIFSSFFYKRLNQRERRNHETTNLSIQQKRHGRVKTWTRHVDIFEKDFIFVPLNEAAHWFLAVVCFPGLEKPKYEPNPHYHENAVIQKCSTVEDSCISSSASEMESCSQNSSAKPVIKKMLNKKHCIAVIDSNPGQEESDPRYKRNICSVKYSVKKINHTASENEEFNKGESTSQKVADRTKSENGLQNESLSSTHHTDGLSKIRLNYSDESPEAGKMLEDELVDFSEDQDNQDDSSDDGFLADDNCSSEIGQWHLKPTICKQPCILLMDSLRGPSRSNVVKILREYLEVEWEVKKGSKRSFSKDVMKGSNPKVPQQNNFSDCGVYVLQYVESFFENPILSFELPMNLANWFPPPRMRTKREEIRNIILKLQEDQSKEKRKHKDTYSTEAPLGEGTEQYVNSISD
* = called active by the depositor; . = no result given.

Each structure is followed by: ATG4B inhibitor	GRIN3A LBD mod	SENP7 inh	MPTP block	SENP8 block	HKDC1 inh	PfGluPho inh	SENP6 inh
N#CCC(=O)Nc1ccc(C(=O)OCC(=O)C23CC4CC(CC(C4)C2)C3)cc1
 : -6	2	-5	-1.4	-91	1	7	-5
COc1cccc(C(=O)Nc2cccc(OCC(=O)O)c2)c1
 : 2	2	58*	-2.3	5	-5	-1	46
O=C(CC(=O)NC1CCCCC1)N/N=C/c1ccccc1[N+](=O)[O-]
 : 6	-2	5	-1.4	5	-5	1	-5
Cc1cccc(CNC(=O)C2CCC(=O)N(CCc3cccc(F)c3)C2)n1 (stereo unspecified)
 : 20	1	-2	-0.6	10	-1	-4	-6
CC(C)(C)NC(=O)NC(=O)CN1CCN(S(=O)(=O)c2ccc3c(c2)CCCC3)CC1
 : 4	1	5	0.1	3	1	-1	-13
Cc1cc(C)n(Cc2n[nH]c(=S)n2Cc2ccccc2)n1
 : -2	0	-8	-4.0	13	-11	9	-5
COc1ccc(NC(=S)NCc2ccc(F)cc2)c(OC)c1
 : -4	-1	4	-0.1	18	2	1	-11
COc1ccc(NC(=S)Nc2ccc(F)cc2)cc1
 : 12	-12	-13	2.4	11	3	-9	-38
N#C/C(=C\c1ccccc1O)C(=O)Nc1ccccn1
 : 5	1	-3	0.1	-105	-1	-5	0
O=c1cc(S(=O)(=O)Cc2ccccc2)[nH]c(=O)[nH]1
 : -4	0	.	1.4	7	-5	11	.
CCCCN(CC)C(=O)c1cc2cc3ccc(OC)cc3nc2o1
 : -9	-2	22	-0.2	-304	15	18	-25
Cc1sc2ncn(CC(=O)NCCCC(=O)NCc3ccc(F)cc3)c(=O)c2c1C
 : 1	0	-7	-0.3	12	-2	-9	-35
COc1ccccc1-c1cnn2c(NCc3ccccc3)cc(C)nc12
 : 1	10*	-1	0.1	-287	-1	20	-1
S=c1[nH]nc(-c2ccco2)n1-c1cccc2ccccc12
 : -5	2	6	-0.2	15	4	37	-5
O=C(COC(=O)c1ccc([N+](=O)[O-])cc1)Nc1cccnc1Cl
 : 2	0	20	0.4	4	-3	-11	-12
Cc1ccccc1C(=O)NC1CCN(CC(=O)N2CCCCC2C)CC1 (stereo unspecified)
 : -5	-1	8	0.5	10	-7	11	-1
O=C(/C=C1\NC2(CCCC2)Cc2ccccc21)N1CCOCC1
 : 1	-1	-2	6.6	14	-7	-21	-4
CCOC(=O)C1CCCN(C(=O)c2ccc([N+](=O)[O-])c(C)c2)C1 (stereo unspecified)
 : -13	-1	-2	0.8	17	-1	-5	19
Cn1c(=O)c2sccc2n2c(CCCC(=O)NC3CCN(Cc4ccccc4)CC3)nnc12
 : 0	0	21	-1.3	11	-2	-23	-1
CC(C)(CO)NC(=O)C(Cc1ccccc1)N1C(=O)c2ccccc2C1=O (stereo unspecified)
 : 2	1	6	-0.7	17	1	-3	17
O=c1[nH]c(NNC(=S)NCc2ccccc2)nc2c1C1(CCCCC1)Cc1ccccc1-2
 : 72*	26*	1	43	-377	-3	1	-12
CCOc1cc(/C=N/NC(=O)C(=O)N/N=C/c2ccc(O)c(OCC)c2)ccc1O
 : -3	8	3	0.2	-94	-2	-7	-9
O=c1ccc(-c2n[nH]c(=S)n2-c2ccc(F)c(Cl)c2)n[nH]1
 : -1	1	-9	-1.9	19	4	37	-10
O=C1c2cccc3cccc(c23)C(=O)N1c1ccccn1
 : 2	1	6	-1.2	-416	-7	-16	-3
ClCCn1cnc2c(SCc3ccccc3)ncnc21
 : -7	2	.	0.1	5	-3	12	.
CCOC(=O)c1cc(C#N)c(N2CCOCC2)nc1-c1ccccc1
 : -1	-1	6	-1.2	-374	-2	-7	-13
CCS(=O)(=O)N1Cc2ccccc2CC1C(=O)Nc1ccc(F)c(F)c1F (stereo unspecified)
 : 6	-1	2	-0.5	2	3	-11	-10
Cc1ccccc1-n1c(=O)/c(=C\c2ccco2)s/c1=C(/C#N)C(=O)Nc1ccccc1
 : 26	2	4	2.6	-15	-1	7	3
N#Cc1cnn2cc(-c3ncc(C(F)(F)F)cc3Cl)cnc12
 : 16	-1	4	-0.3	-122	-8	-6	-6
CCOC(=O)c1ccccc1-n1nnnc1C
 : -4	0	3	-0.2	15	0	6	-6

The results go on:
Each structure is followed by: ATG4B inhibitor	GRIN3A LBD mod	SENP7 inh	MPTP block	SENP8 block	HKDC1 inh	PfGluPho inh	SENP6 inh
COc1ccc(NC(=S)N(Cc2cccc(Br)c2)CC2CCC(C(=O)O)CC2)cc1 (stereo unspecified)
 : 6	12*	1	-0.6	22	-3	0	8
O=C(CN1C(=O)COc2ccc(Cl)cc21)N1CCOCC1
 : 1	-2	-3	-0.8	-2	5	14	12
Cc1ccnc(NC(=O)COC(=O)C2COc3ccccc3O2)n1 (stereo unspecified)
 : -6	0	1	0.3	-130	-1	2	-6
O=C(O)C(Cc1ccccc1)N1C(=O)c2ccccc2C1=O (stereo unspecified)
 : -10	-1	4	-0.9	28	1	-7	-1
O=S1(=O)C=C(SCc2ccc(F)cc2)Nc2ccccc21
 : 3	0	6	-0.4	6	-3	-8	8
CCOC(=O)/C(C#N)=C\c1cccnc1
 : 4	-1	5	-0.3	2	3	8	-9
c1cnc2c(C3NCCc4c3[nH]c3ccccc43)cccc2c1 (stereo unspecified)
 : -17	-1	-7	3.5	36	0	10	-2
Nc1ccccc1SC/C=C/CSc1ccccc1N
 : 0	-1	2	0.9	16	3	35	0
O=C(CCN1CCN(CC(=O)Nc2ccccc2F)CC1)Nc1ccccc1F
 : -9	-1	2	0.6	4	-1	-8	10
Cc1cc(NC(=O)C2CC(c3ccc(Cl)cc3)=NO2)no1 (stereo unspecified)
 : -1	-14	10	-0.6	31	-4	-15	-3
O=C(NCCc1ccccc1)c1cccc(S(=O)(=O)NCc2ccccc2)c1
 : -11	3	-2	4.5	0	-5	11	-12
CC(N=C1NS(=O)(=O)c2ccccc21)C(=O)NCCCc1ccccc1 (stereo unspecified)
 : 1	-1	-4	2.0	6	-3	0	-9
COc1ccc(NC(=O)CSc2ccc3c(c2)OCCO3)cc1OC
 : -2	1	12	-0.2	9	2	-18	-1
COc1ccccc1C(=O)Nc1ccc2c(c1)nc1n2CCN(C2CCCCC2)C1
 : 9	0	-1	0.2	-482	3	17	7
CC1CCCCC1NC(=O)CCn1c(=O)sc2ccccc21 (stereo unspecified)
 : -4	8	-2	-2.0	18	-5	8	9
Cc1scc(C(=O)N2CCN(S(C)(=O)=O)CC2)c1-c1ccccc1
 : -4	-1	0	-0.8	5	-16	-3	9
CC1CCCCC1n1c(-c2cccnc2)n[nH]c1=S (stereo unspecified)
 : 1	-3	-6	-3.3	6	-5	38	-21
CN(C)S(=O)(=O)c1ccc(Cl)c(NC(=O)CN2CCN(c3ccccn3)CC2)c1
 : 15	5	1	-0.7	13	-2	-6	-3
O=C(CC1S/C(=N/N=C/c2ccco2)NC1=O)Nc1ccccc1 (stereo unspecified)
 : -8	-2	-18	-0.6	17	1	-11	-12
O=C(Nc1ccc(O)c2c(=O)cc(-c3ccccc3Cl)oc12)c1ccc(Cl)c(Cl)c1
 : 6	4	-2	0.5	20	-10	1	-15
CCN(CC)c1ccc(NC(=O)COC(=O)/C=C/c2nc3ccccc3s2)cc1
 : -4	-1	-1	-1.4	4	-1	1	-20
O=C1CC(/C=C/c2ccc([N+](=O)[O-])cc2)=Nc2ccccc2N1
 : 0	0	-25	2.1	17	11	20	-1
COc1ccc(/C=N/OCC(=O)Nc2cc(C)on2)cc1OC
 : 3	3	3	0.9	11	4	-12	7
COc1cc(CNC2CCCCCCC2)cc(Cl)c1OC
 : 7	-3	1	2.1	14	3	-7	-5
COc1ccc(Nc2nc(N)nc(CSc3n[nH]c(-c4ccccc4)n3)n2)cc1
 : -14	-8	12	-0.6	28	-2	-12	-9
COc1ccc(N(CC(=O)NCCSc2ccccn2)S(=O)(=O)c2ccc(C)cc2)cc1OC
 : -10	-3	1	-0.9	11	-6	9	19
CC(C)(C)S(=O)(=O)c1cnc(-c2ccc(Cl)cc2)nc1N
 : -3	1	-4	3.0	20	-7	5	-13
O=C(COC(=O)/C=C/c1cc(Br)ccc1F)Nc1ccc2[nH]c(=O)[nH]c2c1
 : -8	10*	-6	-2.4	-66	-6	-1	-11
COc1ccc(/C=N/Nc2cc(N(C)C)nc(N(C)C)n2)cc1
 : -2	-9	72*	1.9	-6	6	26	80*
Cc1c(Cl)cccc1NC(=S)NCCC(c1ccccc1)c1ccccc1
 : 91*	-7	5	62*	22	0	11	1

2 compounds picked at random from those above:
Each structure is followed by: ATG4B inhibitor	GRIN3A LBD mod	SENP7 inh	MPTP block	SENP8 block	HKDC1 inh	PfGluPho inh	SENP6 inh
Cc1c(Cl)cccc1NC(=S)NCCC(c1ccccc1)c1ccccc1
 : 91*	-7	5	62*	22	0	11	1
O=S1(=O)C=C(SCc2ccc(F)cc2)Nc2ccccc21
 : 3	0	6	-0.4	6	-3	-8	8

(more compounds)
Each structure is followed by: ATG4B inhibitor	GRIN3A LBD mod	SENP7 inh	MPTP block	SENP8 block	HKDC1 inh	PfGluPho inh	SENP6 inh
CCOC(=O)C1(C)NC(c2ccco2)C2C(=O)N(c3ccc(C)cc3)C(=O)C21 (stereo unspecified)
 : -12	-6	1	0.1	1	0	-5	-2
Cc1cc(NC(=O)c2ccc(F)cc2)n(-c2ccccc2)n1
 : -2	5	3	-1.1	12	0	-6	-3
COCCn1c(NCc2ccc(C)cc2)nc2c1c(=O)[nH]c(=O)n2C
 : -5	-3	0	-1.9	3	-4	-3	1
CCC(C)(C)NC(=O)CN(Cc1ccccc1Cl)C(=O)CCC(=O)Nc1cc(C)ccn1
 : -5	-2	3	-1.3	2	-6	-2	-18
COc1cccc(NC(=S)NCc2ccc(F)cc2)c1
 : 6	-2	-6	3.2	5	0	-8	-18
Cc1[nH]n(-c2ccccc2)c(=O)c1C=NCc1ccncc1
 : 1	0	-3	1.2	23	-1	6	-3
CCCCn1c(-c2csc3c2CCCC3)n[nH]c1=S
 : 4	-1	-4	.	.	14	27	0
COc1ccc(CCNC(=O)CN2C(=O)c3ccccc3S2(=O)=O)cc1
 : -6	1	-3	-0.4	19	4	5	-8
CC1CCC(NC(=O)CCCCn2c(=O)[nH]c3ccsc3c2=O)CC1 (stereo unspecified)
 : -2	-2	2	0.2	15	-6	-6	7
Cc1cc(=O)oc2cc(OCC(=O)NCCc3nc4ccccc4[nH]3)ccc12
 : -9	4	0	0.3	-178	8	8	4
CN(C(=O)COc1cc(=O)n(C)c2ccccc12)c1ccc(Cl)cc1
 : 0	-3	-2	-1.1	5	-2	23	-7
CCOc1ccc2nc(COC(=O)c3cccs3)c(C(=O)c3ccccc3)[n+]([O-])c2c1
 : 11	-1	0	-0.1	4	-4	-1	-10
CN(C)CCCNCCCNC(=O)/C=N/O
 : 4	0	-3	1.1	10	8	8	1
COc1ccc(NC(=S)N(CCO)Cc2cc3c(C)cc(C)cc3[nH]c2=O)cc1
 : -17	1	8	-0.7	8	-1	5	89*
CC1CCCN(C(=O)Cn2nnc(-c3ccc(S(C)(=O)=O)cc3)n2)C1 (stereo unspecified)
 : 0	1	3	-1.0	4	-3	-3	12
O=C(NCc1ccncc1)C1CCN(S(=O)(=O)c2cc(Cl)ccc2Cl)CC1
 : -6	-2	2	1.4	-5	-4	14	-10
CCOC(=O)c1c(NC(=O)Cn2nnc(-c3ccc(Cl)cc3)n2)sc(CC)c1C
 : -11	0	9	3.0	2	1	2	16
Cn1c(CNC(=O)CCNC(=O)c2ccc(F)c(F)c2)cc(=O)n(C)c1=O
 : 5	-1	-12	-0.1	-10	-7	1	7

Screening data as filed in PubChem BioAssay.
